# Screens: PubChem, several laboratories
# NOD2-RIPK2 inh – NOD2-RIPK2 protein interaction inhibition; O43353; CHO BLA complementation NOD2-RIPK2, CCF4 ratio; inhibition, % at 4.98 µM; 360,000 tested, 0.38% active; in the data active = inhibition above about 21%;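 also: 0% = vehicle only and 100% = reference blocker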
# NR2F2 inh – inhibitors of human COUP-TFII (NR2F2); HEK293T NGFI-A luciferase reporter, luminescence; AID 686940; 370,000 tested, 0.7% active; P24468; inhibition, % at 8.6 µM;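 active = inhibition above a per-plate cutoff, mean inhibition of test wells between control levels plus 3 SD, cut at about 38% in these data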;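 also: cells cotransfected with COUP-TFII expression vector driving the NGFI-A reporter; 0% = median of COUP-TF2 test wells and 100% = reporter-only cells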
# Target sequence (P24468 whole entry, looked up): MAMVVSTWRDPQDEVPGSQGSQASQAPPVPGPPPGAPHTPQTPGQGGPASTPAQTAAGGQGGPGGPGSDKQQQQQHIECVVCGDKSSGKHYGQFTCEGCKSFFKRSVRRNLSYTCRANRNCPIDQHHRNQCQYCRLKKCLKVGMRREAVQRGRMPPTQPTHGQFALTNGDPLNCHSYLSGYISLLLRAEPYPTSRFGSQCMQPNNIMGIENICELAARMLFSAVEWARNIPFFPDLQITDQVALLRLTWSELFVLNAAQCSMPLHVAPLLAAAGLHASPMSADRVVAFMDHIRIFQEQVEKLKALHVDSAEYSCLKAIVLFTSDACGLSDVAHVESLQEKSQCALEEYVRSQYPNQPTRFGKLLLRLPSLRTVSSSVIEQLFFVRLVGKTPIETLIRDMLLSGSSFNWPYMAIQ
# NCOA2 inhibitor – human SRC2 (NCOA2) inhibition. AID 651957. HEK293 GAL4-SRC2 luciferase reporter, luminescence. inhibition, % at 9 µM. 370,000 tested, 0.17% active. Q15596;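 active = inhibition above the mean inhibition of all tested compounds plus 3 SD, set per campaign, cut at about 52% in these data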;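 also: 0% = DMSO treated cells and 100% = cells given Gossypol at 36 µM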
# NR5A2 inv ag – NR5A2 inverse agonism in reporter assay; HEK293T StAR-luciferase reporter, LRH-1 transfected, 24 h; inhibition, % at 3.6 µM; AID 602396; O00482; 360,000 tested, 0.13% active;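 active = inhibition above the mean inhibition of all tested compounds plus 3 SD, cut at about 73% in these data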;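 also: 0% = DMSO wells and 100% = reporter-only cells lacking LRH-1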
# Target sequence (O00482 whole entry, looked up): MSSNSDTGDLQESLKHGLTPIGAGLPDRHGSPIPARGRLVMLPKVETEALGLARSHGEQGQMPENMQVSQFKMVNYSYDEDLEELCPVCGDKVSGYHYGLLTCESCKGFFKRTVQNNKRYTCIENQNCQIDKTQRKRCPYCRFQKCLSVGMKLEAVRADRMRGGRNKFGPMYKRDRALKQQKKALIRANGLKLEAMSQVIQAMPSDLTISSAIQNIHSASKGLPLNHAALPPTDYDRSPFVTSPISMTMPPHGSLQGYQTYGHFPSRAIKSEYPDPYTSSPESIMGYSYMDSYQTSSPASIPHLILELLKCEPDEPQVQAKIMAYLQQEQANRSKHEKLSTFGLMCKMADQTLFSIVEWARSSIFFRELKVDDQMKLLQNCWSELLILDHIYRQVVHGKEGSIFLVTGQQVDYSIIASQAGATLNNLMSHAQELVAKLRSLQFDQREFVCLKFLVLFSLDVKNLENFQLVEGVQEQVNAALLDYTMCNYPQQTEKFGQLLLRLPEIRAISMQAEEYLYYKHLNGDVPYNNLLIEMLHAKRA
# LMP1 NFkB inh – Epstein-Barr LMP1 NF-kappaB reporter inhibition. 350,000 tested, 0.69% active. inhibition, % at 12.5 µM. LMP1-induced NF-kappaB luciferase reporter cells, luminescence; in the data active = inhibition above about 41%;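 also: 0% = neutral control wells and 100% = reference inhibitor control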
# MC4R ag barr – activates human MC4R beta-arrestin recruitment | U2OS MC4R beta-arrestin complementation, luminescence; percent of melanotan II response, DMSO zero | activation, % at 8.9 µM | 360,000 tested, 0.98% active;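 active = activation above a per-plate cutoff, the mean activation of sample wells on that plate plus 3 SD, cut at about 8% in these data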
# ABHD5-PLIN5 inh – inhibitors of human ABHD5-perilipin-5 interaction | Q00G26+Q8WTS1 | Split G. princeps luciferase complementation, luminescence, 4 h | inhibition, % at 4 µM | 360,000 tested, 0.78% active | AID 602281;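 active = inhibition above the mean inhibition across every tested compound plus 3 SD, cut at about 22% in these data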;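 also: 0% = DMSO only wells and the 100% control is not disclosed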
# TLR9-MyD88 block – inhibitors of human TLR9-MyD88 binding. CHO BLA complementation TLR9-MyD88, CCF4 FRET ratio. inhibition, % at 4.98 µM. AID 504734. Q9NR96+Q99836. 340,000 tested, 0.21% active;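 active = inhibition above the mean over all tested compounds plus 3 SD, cut at about 21% in these data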;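 also: 0% = DMSO only wells and 100% = clavulanate BLA inhibitor control wells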
# MC4R antagonist – blocks human MC4R cAMP signaling; P32245; MC4R-expressing cells, MTII-stimulated cAMP, LANCE TR-FRET; inhibition, % at 6.5 µM; 360,000 tested, 0.48% active;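 active = inhibition above its plate's cutoff, the mean of tested wells on that plate plus 3 SD, cut at about 29% in these data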;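 also: 0% = Melanotan II alone and 100% = Melanotan II plus saturating MCL0020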
#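 Test system: U2OS cells stably expressing human melanocortin 4 receptor (MC4R); also added: Melanotan II challenge; compound: 6.5 µM single dose; timing: 30-min compound preincubation, 1-h Melanotan II challenge, 1-h detection, room temperature; signal: Eu-cAMP/anti-cAMP TR-FRET, emission 671 nm; repeats: one well per compound, no replicates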
# SRC1 inh – inhibits human SRC1 coactivator. inhibition, % at 3.6 µM. HEK293 GAL4-SRC1 luciferase reporter, luminescence. 360,000 tested, 0.12% active. Q15788. AID 588354;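 active = inhibition above the campaign mean plus 3 SD, with each screening campaign given its own cutoff, cut at about 60% in these data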;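 also: 0% = DMSO treated cells and 100% = gossypol at 36 µM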
# NCOA3 inh – inhibitors of human steroid receptor coactivator 3 (SRC3). Q9Y6Q9. inhibition, % at 3.6 µM. 360,000 tested, 0.17% active. HEK293 GAL4-SRC3 luciferase reporter, luminescence;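 active = inhibition above a per-campaign cutoff, the mean of all compounds plus 3 SD, cut at about 60% in these data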;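 also: 0% = DMSO-treated cells and 100% = gossypol-treated cells at 36 µM; higher means less SRC3-driven luciferase light from the GAL4 reporter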
# * = called active by the depositor; / = not tested or not shown.
SMILES,NOD2-RIPK2 inh,NR2F2 inh,NCOA2 inhibitor,NR5A2 inv ag,LMP1 NFkB inh,MC4R ag barr,ABHD5-PLIN5 inh,TLR9-MyD88 block,MC4R antagonist,SRC1 inh,NCOA3 inh
CCOC(=O)CNC(=O)C(Cc1ccccc1)NC(=O)OCc1ccccc1 (configuration not stated),-11.5,7.3,5.0,2.3,2.9,-1.1,-4.2,-5.7,2.7,8.9,8.3
COc1ccc(OCC(=O)N2CCC(n3nccc3NC(=O)C3CC3)CC2)cc1,6.3,6.2,-10.6,9.9,3.3,-1.2,6.0,7.5,-3.9,0.0,-3.8
COc1ccc(C(c2c(O)cc(C)oc2=O)c2c(O)cc(C)oc2=O)cc1,-3.7,18.4,8.4,8.9,0.5,-0.6,16.9,4.7,13.1,-6.6,1.8
O=C(OCc1cccc(C(F)(F)F)c1)c1cc(S(=O)(=O)N2CCOCC2)ccc1F,17.8,-19.2,5.1,-18.1,-4.4,-1.2,11.2,10.2,4.5,0.9,11.6
CCN(Cc1ccccc1)C(=O)c1cccc(S(=O)(=O)N2CCN(Cc3ccccc3)CC2)c1,1.8,10.4,5.0,4.3,4.4,-3.4,-1.6,-4.5,-0.1,-8.3,19.1
CCN(CC)S(=O)(=O)c1ccc(N2CCOCC2)c(NC(=O)c2cccc3c(=O)c(C)c(-c4ccccc4)oc23)c1,-9.2,6.0,-5.1,-14.8,0.4,0.7,5.1,-7.2,-6.9,8.6,9.4
Cc1c(NC(=O)CSc2nc3ccc(Cl)cc3[nH]2)c(=O)n(-c2ccccc2)n1C,2.6,12.4,6.0,-1.8,-2.8,-1.3,4.4,-1.9,0.0,5.5,-0.3
O=C(Nc1cccc2c1C(=O)NC2=O)c1cccc(N2C(=O)CCC2=O)c1,-2.6,-7.9,-24.7,5.8,-2.5,-4.2,-0.2,3.0,-7.0,-7.4,10.3
O=C1N(CCCN2C(=O)C3(OCCO3)c3ccccc32)c2ccccc2C12OCCO2,-10.2,4.8,-3.1,8.9,7.3,-1.5,2.8,-8.6,5.3,-6.6,6.9
COc1ccccc1/C=C1\SC(=S)N(CCC(=O)Nc2cc(C)on2)C1=O,-4.6,14.0,0.2,5.9,-0.8,-0.5,-3.2,-3.9,11.6,-9.1,-2.2
C=CCNC(=O)C1CCN(c2cc(C)nc(-c3ccccc3)n2)CC1,7.2,-2.5,10.8,-17.9,8.5,-0.6,0.8,2.1,15.7,1.7,-3.9
COc1ccc(C2=CC(=O)C[C@H](c3ccc(OC)cc3)C2)cc1,1.7,-14.6,-44.8,-38.8,-12.7,-0.3,-0.4,-1.1,-6.1,-12.7,-20.3
CCOc1ccccc1CNCCNC(=O)c1nonc1N,-0.4,10.5,-15.9,2.2,0.5,-0.4,0.2,-3.6,-5.4,0.3,19.8
COC(=O)c1c(C)[nH]c(C(=O)CN2C(=O)NC3(CCOc4ccccc43)C2=O)c1C (configuration not stated),-6.8,-2.1,8.1,16.9,-1.6,-1.0,-1.1,-7.2,18.2,-11.4,1.5
O=C(CN1C(=O)NC2(CCCC2)C1=O)c1ccc(Cl)s1,1.4,1.0,-32.6,4.1,-3.8,-2.4,10.1,3.3,2.9,-3.5,13.6
O=C(C1CCN(S(=O)(=O)c2ccccc2F)CC1)N1CCCC1,-6.0,17.9,-5.4,-4.6,-2.6,-0.4,3.8,3.7,-8.7,-28.6,2.4
COc1ccc(OC)c(Nc2c3ccccc3nc3ccccc23)c1,-3.6,16.4,5.1,12.8,-3.1,-0.8,-11.2,-6.2,-6.4,6.0,-6.8
O=C(NCc1ccc(F)cc1)C1CC(=O)N(CCc2ccccc2)C1 (configuration not stated),7.2,5.8,-24.6,3.9,-3.4,2.8,1.5,1.8,4.8,-10.0,9.7
Nc1nc(F)cc(N2CCCCCC2)n1,-5.0,5.5,8.2,12.7,0.5,-1.4,-2.8,1.7,-2.6,3.0,17.9
N#C/C(=C\c1ccc(Sc2ccccc2)o1)c1nc2ccccc2[nH]1,14.3,-38.1,-64.9,-57.8,-11.7,11.9*,12.0,10.6,-3.0,-63.5,-53.1
CC(C)=CCc1ccc(O)c(=O)cc1C(C)C,-0.1,7.8,26.9,-36.8,52.9*,-1.3,0.1,-6.0,-7.7,19.9,-25.2
O=C(Cc1ccccc1)NNC1CC(=O)N(c2ccccc2)C1=O (configuration not stated),-9.8,12.7,-19.0,14.6,-2.0,-0.1,-4.7,-5.1,-1.7,-12.9,1.5
c1ccc(OCc2nnc3n2CCCCC3)cc1,-7.1,-10.4,-12.9,12.2,-7.6,-0.8,4.8,2.7,4.6,-15.3,6.8
O=C(NC1CCCCC1)C(c1ccccc1F)N(Cc1ccco1)C(=O)Cn1nnc2ccccc21 (configuration not stated),2.9,-11.5,2.2,23.9,-1.1,1.1,-4.7,-12.7,15.9,4.1,17.7
CSCCC(NC(=O)COc1ccccc1)C(=O)N(C)Cc1cccc(F)c1 (configuration not stated),-5.8,-0.5,-12.4,-7.1,-7.4,-3.2,-2.8,-8.9,1.2,-22.0,10.2
Cn1cc(C(=O)N2CCN(c3ccccc3)CC2)c(=O)c2cc(S(=O)(=O)N3CCCC3)ccc21,-4.6,-8.3,-7.2,14.2,-3.6,1.1,1.9,-6.0,5.8,-0.8,-30.7
O=C(COc1ccccc1)Nc1nnc(-c2ccc3c(c2)CCCC3)o1,-8.4,-14.5,2.1,-39.8,0.1,-2.2,-0.5,8.3,-0.5,-51.4,-25.6
C=CCNc1nc2c(c(=O)n(C)c(=O)n2C)n1CCCCCC,-4.1,61.0*,4.4,46.3,1.4,-2.3,-0.9,-1.6,13.0,13.4,27.2
CCc1cccc(CC)c1NC(=O)C1CCN(C(=O)c2ccco2)CC1,-6.8,-8.6,-12.4,2.2,-7.7,-0.5,4.9,4.3,13.6,-34.0,8.4
Cc1ccc(SSc2cc(C)ccc2N)c(N)c1,7.6,-13.8,-46.7,-47.5,-45.6,-0.8,6.9,1.0,-6.4,-51.0,-57.4
Cc1ccc(Oc2cc(NC(=O)CCCn3nc([N+](=O)[O-])c(Cl)c3C)cc([N+](=O)[O-])c2)cc1,9.4,0.6,-1.2,8.8,1.8,0.9,-2.5,-1.2,-1.4,-8.5,1.3
O=C(NCc1ccccn1)c1cc(-n2cnnc2)ccc1Cl,-3.3,0.5,4.8,22.4,-7.9,-0.8,-3.7,-4.8,-8.8,5.9,-0.7
CCP(=O)(c1ccccc1)C(C)(C)O (configuration not stated),-2.0,10.9,-3.4,4.0,-3.5,0.0,5.4,-0.5,8.5,-2.9,16.4
Nc1nc(-c2ccc3ccccc3c2)cs1,-2.6,-18.8,-30.7,-152.0,-32.6,-0.2,-9.9,0.5,-2.5,-112.4,-112.3
Cc1ccc(CNC(=O)C2COc3ccccc3O2)cc1 (configuration not stated),-1.5,-5.8,-42.7,-30.5,-26.3,-0.9,-6.8,3.5,6.4,-69.4,-33.7
C[n+]1ccc(/C=C/c2c[nH]c3ccccc23)cc1,10.5,29.6,-7.9,18.6,9.0,-1.0,-6.3,6.4,-35.1,6.2,3.1
CC(OC(=O)c1c[nH]c2ccccc12)C(=O)N1CCCC1 (configuration not stated),1.0,0.1,-18.5,-29.2,-2.4,0.0,0.7,4.5,8.3,1.2,11.7
CCOc1ccc(OCCSc2ccc(S(=O)(=O)N3CCN(C)CC3)cn2)cc1,2.1,6.7,11.2,-1.0,0.7,0.0,12.5,3.0,-0.7,-13.5,0.0
Cc1ccc(C(=O)Nc2ccc3c(c2)OCO3)cc1S(=O)(=O)N1CCCCC1,-3.3,-1.7,-12.8,-47.7,-11.3,2.0,0.7,3.3,-2.3,-36.0,-23.7
CCOc1cc(/C=C2/NC(=O)N(CC(=O)OC)C2=O)ccc1O,-13.0,3.0,15.1,-65.3,2.2,-3.5,1.6,-2.5,-21.7,-26.6,7.3
C[C@H](NC(=O)c1ncn2c1C(=O)NC[C@H]2C)C(=O)OC(C)(C)C,-9.2,-2.6,7.8,9.3,-5.9,-0.7,2.3,9.0,-4.1,8.0,0.5
Cc1c(CCC(C)C)c(=O)n2c([nH]c3ccccc32)c1C#N,-9.7,/,/,-5.8,6.6,-0.1,-1.4,5.7,5.8,6.7,11.3
CC(C)c1ccc(S(=O)(=O)N2CCN(C(=O)Cc3ccsc3)CC2)cc1,5.5,17.6,4.3,4.4,-8.2,-1.9,-5.8,2.5,11.6,-0.7,-2.6
O=C(Cc1cccs1)Nc1nc(-c2ccccc2)cs1,-6.0,-3.5,1.2,-28.1,5.1,4.9,-13.6,-1.8,12.4,-49.0,-4.9
O=C(NCc1ccccc1Cl)c1ccc2nc([C@@H]3O[C@H](CO)[C@@H](O)[C@H]3O)[nH]c2c1,3.1,3.2,22.6,2.2,/,-2.3,0.4,/,-1.1,-11.9,0.9
c1ccc(Cn2c(-c3ccco3)nc3nc4ccccc4nc32)cc1,5.0,-55.7,-28.7,-102.2,-46.3,-2.6,-3.7,0.3,5.0,-62.7,-72.5
CS(=O)(=O)Nc1ccc2c(c1)ncn2CCc1ccccc1,-3.1,-10.2,-11.9,8.8,0.0,-1.9,-1.4,-0.3,-7.3,-1.5,-7.6
COC(=O)c1ccc(S(=O)(=O)N2CCN(C)CC2)n1C,-16.4,14.9,-7.2,14.4,-1.9,-0.4,-2.2,-5.7,3.7,5.7,6.4
Cc1ccc(S(=O)(=O)c2nc(S(=O)(=O)c3ccc(C)cc3)c(N3CCN(CCO)CC3)s2)cc1,2.5,11.1,7.5,9.2,13.2,-0.5,2.0,-13.0,0.5,-0.6,1.6
CN(C)c1ccc(N=Nc2ccccc2C(=O)OCC(=O)N(C)C2CCCCC2)cc1,14.4,-22.8,-3.7,2.5,5.6,3.0,5.3,-7.6,-2.5,-0.1,1.2
COc1ccc(CN2C(=O)C(CC(=O)NCCCCc3ccccc3)CC(C(=O)N(C)C)=C2C)cc1 (configuration not stated),0.4,-5.5,12.8,4.9,-2.4,-0.6,5.6,4.7,7.9,3.8,3.0
CCn1c(SCC(=O)NC2CCCCC2)nnc1-c1cc2cccc(OC)c2o1,-9.6,15.9,20.1,-5.3,0.4,0.4,4.7,3.3,13.2,10.3,9.9

# The list is partial (hit frequency here may not be typical).
